Eya2 phos inh = blocks the phosphatase activity of human Eya2; Potency, µM (top dose mostly 76.9 µM), inactives show top-dose activity, negative = inhibition, hits mostly inhibitors; recombinant Eya2, OMFP fluorescence dephosphorylation (OMFP is methylfluorescein phosphate); 0.006% of 330,000 active; O00167; also: potency is read from the fitted curve at half-maximal effect; % is scaled to controls: 0 for no effect and ±100 for the full control effect
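Eya2 (0.2 uM) preincubated 10 min at ambient with compound, then OMFP substrate added at 50 uM; 10 min reaction in 50 mM HEPES pH 7.5, 50 mM NaCl, 5 uM MgCl2, 0.05% BSA, 1 mM DTT. Fluorescence read at Ex 485/Em 525 nm.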
p53 reactivation = mutant p53 re-activation in reporter cells; H1299 p53-A138V BP100-luciferase reporter, luminescence, 24 h; Potency, µM (top dose mostly 92.2 µM), for inactives: at the highest dose activity change, positive = activation, usual class: activators; 0.063% of 320,000 active; also: potency is read from the fitted curve at half-maximal effect; % of control where 0% means no effect; nearly all actives have a fitted effect of over 45% in size
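H1299 (p53-null), stable ts p53-A138V + BP100-Luc; 1000 cells/well, Opti-MEM/10% FBS; cpd 4 pt, 1:5; 24 h, 37 deg C, 5% CO2; detection reagent 10 min RT; luminescence.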
Integrin act MD = integrin-mediated muscular dystrophy alleviation activation | alpha7betagal myoblasts, beta-gal FDG fluorescence, 48 h | Potency, µM (doses to about 38.3 µM), inactives show top-dose activation, hits mostly activators | 0.064% of 350,000 active | AID 624291;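 also: potency is read from the fitted curve at half-maximal effect; 100% = response of the positive control SU9516; nearly all actives have a fitted effect of over 60% in size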
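alpha7betagal+/- myoblasts (passage 13, 250/well) treated 48 h at 37C with compounds at 1:260 dilution of DMSO stock. Lysed, then beta-galactosidase activity read as FDG fluorescence (ex 480/em 540) after 30 min, with pre-read for autofluorescence.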
PTAP TSG101 blk = blocks PTAP/TSG101 interaction to inhibit HIV-1 budding; Q99816; Fluorescence polarization, FITC-PTAP peptide / Tsg101 binding; Potency, µM (top dose mostly 115 µM), for inactives: at the highest dose activity change, negative = inhibition, usual class: inhibitors; 340,000 tested, under 10 active; AID 493005; active = well fitted inhibition curve with a large enough effect in the main read-out, with a control signal flat, not every such curve was filed as active; inconclusive = small, poorly fitted or top-dose-only effect, or effect the other way, or a change in a side signal; inactive = no such curve, though single readings can be large or run the other way; also: potency is read from the fitted curve at half-maximal effect; % of control where 0% means no effect
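Fluorescence anisotropy tracks displacement of a FITC-tagged PTAP peptide (50 nM) from the Tsg101 binding domain (10 uM), following a 20 min room-temperature incubation at pH 7.5.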
S-ASM inh = blocks human secretory acid sphingomyelinase; 0.006% of 340,000 active; placental ASM, HMU-PC fluorogenic substrate, 60 min; Potency, µM (top dose mostly 57.5 µM), for the others: at the highest dose activity change, negative = inhibition, most hits filed as inhibitors; P17405; also: potency is read from the fitted curve at half-maximal effect
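Fluorogenic HMU-PC substrate (9 uM final) is turned over by placental ASM in 60 min at 37 C after a 10 min compound preincubation. Reaction ended by alkaline stop (pH 10), with fluorescence read at 386/447 nm.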
BRCA1 expr act = BRCA1 expression activation; 1.1% of 380,000 active; MCF7-BRCA1-FFLuc reporter, luminescence, 48 h; response scale: scaled: vehicle 0%, 10 µM genistein 100%; Potency, µM (doses to about 46.1 µM), for inactives: top-dose activation, usual class: activators; AID 624202; also: potency is read from the fitted curve at half-maximal effect; nearly all actives have a fitted effect of over 80% in size; some results filed as inactive show a strong effect at the top dose
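First, MCF7-BRCA1-FFLuc cells (2000/well) attach for 2 h; next, compounds are pin-added and incubated 48 h at 37 °C; finally, luciferase reagent is added and luminescence read after 15 min.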
ELG1 genotoxic = genotoxicity induction in ELG1-luciferase HEK293T cells; Potency, µM (doses to about 46 µM), for inactives: top-dose activity change, positive = activation, usual class: activators; 1.3% of 330,000 active; AID 504466; HEK293T ELG1-luciferase reporter, luminescence, 16 h; also: potency is read from the fitted curve at half-maximal effect; % of control where 0% means no effect; nearly all actives have a fitted effect of over 60% in size
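After overnight (16 hr) compound treatment at 37 °C, ELG1-luciferase HEK293T cells were lysed with ONE-Glo; luminescence quantified 30 min later at room temperature.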
uPA surface inh = cell surface uPA generation inhibition; cell surface uPA generation assay, qHTS; AID 540303; 0.31% of 330,000 active; Potency, µM (doses to about 38.3 µM), for the others: at the highest dose activity change, negative = inhibition, actives largely listed as inhibitors; active = well fitted inhibition curve with a large enough effect; inconclusive = small, poorly fitted or top-dose-only effect; inactive = no such curve, though single readings can be large or run the other way; tested in mouse RAW 264.7 cells; also: potency is read from the fitted curve at half-maximal effect; % is scaled to controls: 0 for no effect and ±100 for the full control effect; nearly all actives have a fitted effect of over 55% in size
TRPV1 ag = human TRPV1 agonism. Q8NER1. 0.19% of 320,000 active. activation, % at 8.33 µM. TRPV1-expressing cells, Fluo-8 calcium influx, agonist mode. AID 540275; in the data active = activation above about 80%; inconclusive = between about 30% and that limit; also: 0% is about no effect
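Fluo-8 calcium influx in TRPV1-expressing cells, kinetic read (ex 480/em 520 nm). Compound added and read 3 min for agonist activity, followed by capsaicin at EC20 final and 2 min further read for enhancement.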
B2AR arrestin = beta2AR (human) beta-arrestin recruitment activity | P07550 | beta-arrestin recruitment to beta2AR, cell-based reporter | Potency, µM (titrated, usually from 46.1 µM), for inactives: at the top dose activation, hits mostly activators | 0.02% of 330,000 active;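 also: potency is read from the fitted curve at half-maximal effect; 0% = DMSO controls and full agonism = EC100 isoproterenol or metaproterenol; nearly all actives have a fitted effect of over 65% in size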
Target sequence (P07550 whole entry, looked up): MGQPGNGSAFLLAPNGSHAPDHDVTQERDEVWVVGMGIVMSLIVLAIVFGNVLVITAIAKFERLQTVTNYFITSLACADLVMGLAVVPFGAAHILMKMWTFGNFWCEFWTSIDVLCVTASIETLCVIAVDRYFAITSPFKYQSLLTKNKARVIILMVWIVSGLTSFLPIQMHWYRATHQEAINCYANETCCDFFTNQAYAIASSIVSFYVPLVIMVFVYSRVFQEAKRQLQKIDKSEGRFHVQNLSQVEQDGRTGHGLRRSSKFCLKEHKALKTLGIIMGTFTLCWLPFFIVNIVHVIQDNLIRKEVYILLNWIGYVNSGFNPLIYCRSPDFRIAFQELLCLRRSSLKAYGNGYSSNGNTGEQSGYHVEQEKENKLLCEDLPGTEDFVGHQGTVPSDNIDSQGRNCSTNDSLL
USP2a inh = USP2a (human) protease inhibition | Potency, µM (top dose mostly 38.3 µM), for the others: at the highest dose activity change, negative = inhibition, actives largely listed as inhibitors | 0.01% of 330,000 active | USP2 core, Ub-CHOP2 coupled fluorogenic reporter, 485/531;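 also: potency is read from the fitted curve at half-maximal effect; plate controls were DMSO wells for no effect and full inhibition by NEM control for full effect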
Target sequence (O75604 whole entry, looked up): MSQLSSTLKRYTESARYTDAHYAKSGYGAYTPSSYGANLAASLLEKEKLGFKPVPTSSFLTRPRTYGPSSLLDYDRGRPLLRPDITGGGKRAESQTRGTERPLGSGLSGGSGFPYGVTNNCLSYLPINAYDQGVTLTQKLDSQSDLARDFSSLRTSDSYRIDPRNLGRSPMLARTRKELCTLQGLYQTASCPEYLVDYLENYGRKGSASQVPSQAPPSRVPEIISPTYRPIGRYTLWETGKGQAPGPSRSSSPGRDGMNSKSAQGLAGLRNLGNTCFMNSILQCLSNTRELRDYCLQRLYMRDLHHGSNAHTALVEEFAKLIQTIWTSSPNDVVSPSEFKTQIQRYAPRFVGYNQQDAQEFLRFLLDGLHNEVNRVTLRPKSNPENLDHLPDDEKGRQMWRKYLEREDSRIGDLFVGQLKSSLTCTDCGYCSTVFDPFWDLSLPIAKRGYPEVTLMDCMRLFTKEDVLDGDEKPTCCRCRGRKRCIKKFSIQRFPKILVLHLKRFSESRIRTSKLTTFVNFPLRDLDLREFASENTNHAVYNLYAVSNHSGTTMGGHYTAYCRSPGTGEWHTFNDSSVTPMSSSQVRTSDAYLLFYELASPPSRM
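Deubiquitinase activity read as fluorescence (485/531 nm) after Ub-CHOP2 cleavage activates the enterokinase reporter on its substrate; USP2 core 10nM, Ub-CHOP2 and substrate 25nM each, 30min compound preincubation then 60min RT; data normalized to NEM, curves fitted.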
Numbers without * were called inactive; ? = inconclusive; nt = no result given; [ ] = another dose, or the depositor's remark. Unless noted, calls follow the shape of the dose curve; as a rule, active = well fitted curve in the direction sought with a large enough effect; inconclusive = small, poorly fitted or top-dose-only effect, or another doubt; inactive = no such curve, though single readings can be large; an effect the other way counts as inactive or inconclusive.

entry	Compound	uPA surface inh	PTAP TSG101 blk	TRPV1 ag	p53 reactivation	B2AR arrestin	ELG1 genotoxic
1	Cc1ccccc1NC(=O)N1CCC(NC(=O)C2CCCCC2)CC1	1%	-2%	2	-5%	-1.0%	-6%
2	Cc1ccc(-c2nn3c(-c4ccco4)nnc3c3ccccc23)cc1S(=O)(=O)NCC1CCCO1 (stereo unspecified)	7%	-1%	1	-10%	-0.5%	-1%
3	COc1cc(-c2nc3cnccn3c2Nc2c(C)cccc2C)ccc1O	-9%	-4%	-5	-3%	0.6%	11%
4	COc1cccc(NC(=O)CN(C)C(=O)c2ccccc2OCc2c(C)noc2C)c1	-2%	2%	1	0%	0.0%	-4%
5	Cc1ccc(-c2nnc(SCC(=O)N3CC(C)CC(C)C3)o2)cc1C (stereo unspecified)	0%	0%	4	6%	0.5%	-1%
6	CSc1nsc(SCC(=O)Nc2ccccc2F)n1	-1%	-1%	29	20%	-0.1%	25%
7	O=S(=O)(Nc1nc2ccccc2nc1Cl)c1ccccc1	5%	0%	3	-29%	-0.7%	0%
8	CCN1CCN(CCNC(=O)c2cn(Cc3ccccc3F)nn2)CC1	-1%	-10%	-3	-3%	0.1%	-1%
9	COc1ccc(N2CCN(C(=O)[C@H](Cc3c[nH]c4ccccc34)NC(C)=O)CC2)cc1	15%	-1%	0	6%	-0.3%	-2%
10	CC(C)c1ccc(-c2nnn(Cc3nc4ccccc4s3)n2)cc1	1%	-7%	6	21%	-0.3%	6%
11	CC(C)(C)OC(=O)NCc1ccc(CNC(=O)c2nc[nH]c2C(=O)NCc2ccc(CNC(=O)OC(C)(C)C)cc2)cc1	9%	-4%	nt	5%	0.0%	-7%
12	O=C(Nc1ccc(S(=O)(=O)N2CCCCC2)cc1)c1ccccc1Cl	6%	-2%	?	-5%	-1.6%	-1%

entry	Integrin act MD	USP2a inh	S-ASM inh	BRCA1 expr act	Eya2 phos inh
1	-14%	2%	-1%	-6%	2%
2	-4%	0%	12%	-28%	-6%
3	15%	3%	360%[activator]	-5%	16%
4	3%	4%	3%	4%	8%
5	6%	-1%	0%	19%	-26%
6	-12%	1%	-5%	-2%	17%
7	-20%	2%	26%	-35%	-2%
8	-13%	0%	1%	-1%	-29%
9	-10%	0%	3%	-8%	-1%
10	-17%	-4%	-14%	8%	-24%
11	14%	-14%	-4%	-61%	2%
12	-29%	1%	-4%	-27%	-3%

Remaining list, next part
entry	Compound	uPA surface inh	PTAP TSG101 blk	TRPV1 ag	p53 reactivation	B2AR arrestin	ELG1 genotoxic
13	CC(NC(=O)CN(C)CC(=O)Nc1cccc(F)c1)c1ccccc1 (stereo unspecified)	3%	3%	13	2%	-0.2%	-4%
14	Cc1ccc(CNS(=O)(=O)c2c(C)[nH]c(=O)[nH]c2=O)cc1	1%	-3%	3	-1%	-0.7%	2%
15	O=C(CSc1n[nH]c(=O)n1C1CC1)Nc1ccccc1	-5%	0%	0	?	0.2%	9%
16	O=C1c2ccccc2S(=O)(=O)N1CC1CC(c2ccc(Cl)cc2)=NO1 (stereo unspecified)	-2%	-1%	11	?	-1.4%	16µM*
17	CSc1ccc(CN(C)CC(=O)NC(=O)NCCC2=CCCCC2)cc1	0%	1%	17	-3%	0.0%	0%
18	O=C(Nc1cc(S(=O)(=O)N2CCOCC2)ccc1-n1cncn1)c1ccc(Cl)cc1	-3%	-9%	4	-5%	-0.6%	-6%
19	CN(C)c1ccc(NC2=C(Cl)C(=O)c3ccccc3C2=O)cc1	-16%	-5%	3	-20%	-1.8%	?
20	O=C(NCCO[N+](=O)[O-])c1cccnc1	5%	1%	3	nt	?	nt
21	COc1ccc(NC(=O)c2c(Nc3ccccc3)sc(C(=O)c3ccc(F)cc3)c2N)cc1	-8%	-3%	-4	13%	0.0%	-8%
22	O=C(CCN1CCN(c2ccc(Cl)cc2)CC1)Nc1ccccc1F	7%	1%	19	-10%	0.2%	-1%
23	CCOC(=O)N1CCC(NC(=O)c2ccc(CS(=O)c3cccc(C)c3)o2)CC1 (stereo unspecified)	-2%	-6%	2	11%	-1.2%	-2%
24	Cc1cccc(-n2cc[nH]c2=S)c1C	-1%	0%	0	6%	-0.4%	-1%

entry	Integrin act MD	USP2a inh	S-ASM inh	BRCA1 expr act	Eya2 phos inh
13	18%	0%	-4%	-19%	-9%
14	-11%	1%	2%	3%	-3%
15	16%	-1%	-1%	-25%	-5%
16	14%	1%	0%	3.2µM*	0%
17	-24%	1%	-1%	-49%	3%
18	39%	0%	-3%	3%	5%
19	-27%	-2%	-15%	-103%[inhibitor]	-15%
20	nt	0%	1%	-3%	20%
21	-18%	2%	-17%	-85%	-8%
22	-2%	1%	-1%	-11%	10%
23	-18%	2%	6%	0%	-7%
24	-22%	-4%	6%	10%	-3%

Seven entries already listed, arranged by number of heavy atoms, falling.
entry	Compound	uPA surface inh	PTAP TSG101 blk	TRPV1 ag	p53 reactivation	B2AR arrestin	ELG1 genotoxic
21	COc1ccc(NC(=O)c2c(Nc3ccccc3)sc(C(=O)c3ccc(F)cc3)c2N)cc1	-8%	-3%	-4	13%	0.0%	-8%
18	O=C(Nc1cc(S(=O)(=O)N2CCOCC2)ccc1-n1cncn1)c1ccc(Cl)cc1	-3%	-9%	4	-5%	-0.6%	-6%
23	CCOC(=O)N1CCC(NC(=O)c2ccc(CS(=O)c3cccc(C)c3)o2)CC1 (stereo unspecified)	-2%	-6%	2	11%	-1.2%	-2%
17	CSc1ccc(CN(C)CC(=O)NC(=O)NCCC2=CCCCC2)cc1	0%	1%	17	-3%	0.0%	0%
22	O=C(CCN1CCN(c2ccc(Cl)cc2)CC1)Nc1ccccc1F	7%	1%	19	-10%	0.2%	-1%
14	Cc1ccc(CNS(=O)(=O)c2c(C)[nH]c(=O)[nH]c2=O)cc1	1%	-3%	3	-1%	-0.7%	2%
20	O=C(NCCO[N+](=O)[O-])c1cccnc1	5%	1%	3	nt	?	nt

entry	Integrin act MD	USP2a inh	S-ASM inh	BRCA1 expr act	Eya2 phos inh
21	-18%	2%	-17%	-85%	-8%
18	39%	0%	-3%	3%	5%
23	-18%	2%	6%	0%	-7%
17	-24%	1%	-1%	-49%	3%
22	-2%	1%	-1%	-11%	10%
14	-11%	1%	2%	3%	-3%
20	nt	0%	1%	-3%	20%

Next entries follow:
entry	Compound	uPA surface inh	PTAP TSG101 blk	TRPV1 ag	p53 reactivation	B2AR arrestin	ELG1 genotoxic
25	CC(=O)c1c(O)cc(=O)oc1-c1ccc(C)cc1	4%	1%	nt	nt	nt	nt
26	O=C(N/N=C/c1cccc(C(F)(F)F)c1)c1cc2c(s1)-c1ccccc1CC2	-1%	-4%	3	-5%	0.4%	-1%
27	O=C(Nc1ccccc1)c1ccc(S(=O)(=O)NCC2CCCO2)cc1 (stereo unspecified)	2%	-4%	8	8%	0.5%	-3%
28	Cc1sc2nc(SCc3nc4ccccc4[nH]3)n(Cc3ccco3)c(=O)c2c1C	-2%	-2%	2	-3%	0.2%	-4%
29	COc1ccc(C(=O)CSc2nnc(CNC(=O)c3ccccc3)n2C)cc1	-4%	-2%	-1	3%	0.1%	-10%
30	CCN(CC)C(=O)CSc1nc2c(sc(=S)n2-c2ccccc2)c(=O)n1-c1ccccc1OC	9%	-5%	6	0%	-0.6%	-7%
31	Cc1cc(NS(=O)(=O)c2ccc(NC(=S)NC(=O)c3ccc(Br)cc3)cc2)no1	-1%	-5%	0	-3%	-1.1%	1%
32	O=C(c1cccnc1)N1CCN(c2c(Cl)cccc2[N+](=O)[O-])CC1	7%	-5%	-6	-2%	0.4%	-1%
33	CCN1C(=O)C(C)S/C1=N\S(=O)(=O)c1ccc(Cl)s1 (stereo unspecified)	4%	0%	-1	-3%	0.1%	1%

entry	Integrin act MD	USP2a inh	S-ASM inh	BRCA1 expr act	Eya2 phos inh
25	-19%	nt	12%	-11%	nt
26	-29%	0%	nt	-68%	-17%
27	-10%	2%	-5%	-1%	1%
28	6%	2%	-5%	-18%	-6%
29	-7%	1%	0%	-6%	3%
30	-9%	-6%	4%	-40%	?
31	28%	0%	?	14%	4%
32	-16%	0%	-1%	-29%	5%
33	0%	0%	0%	-16%	4%[15.4 µM]

Screens deposited in PubChem by National Center for Advancing Translational Sciences (NCATS).

Outcome played no part in choosing rows, and some 2.6% of all compounds hit somewhere here.
